Compound activity from PubChem BioAssay.
Pin1 inhibitor – qHTS Assay to Find Inhibitors of Pin1 | Pin1 FP peptide displacement, HiFluor488, 10 min | Potency, µM (doses to about 115 µM), for inactives: at the top dose activity, negative = inhibition, most hits filed as inhibitors | actives 0.009% (n = 390,000) | AID 504891, 2011; active = well fitted inhibition curve with a large enough effect in the polarisation, with a control signal flat, not every such curve was filed as active; inconclusive = small, poorly fitted or top-dose-only effect, or effect the other way, or a change in a side signal; inactive = no such curve, though single readings can be large or run the other way; the % refers to the polarisation; also: % is scaled to controls: 0 for no effect and ±100 for the full control effect
Target sequence (Q13526 whole entry, looked up): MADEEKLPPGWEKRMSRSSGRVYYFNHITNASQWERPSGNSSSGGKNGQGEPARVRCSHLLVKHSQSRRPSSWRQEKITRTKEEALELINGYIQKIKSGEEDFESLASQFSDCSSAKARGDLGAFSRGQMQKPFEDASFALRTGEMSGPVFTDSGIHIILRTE
Tb PGK inh – qHTS Assay to Find Inhibitors of Phosphoglycerate Kinase; Phosphoglycerate kinase, glycosomal (Trypanosoma brucei brucei), P07378; PGK/GAPDH coupled, Kinase-Glo luminescence, 60 min; Potency, µM (series often up to 57.5 µM), inactives show at the top dose activity change, negative = inhibition, hits mostly inhibitors; actives 0.043% (n = 380,000); also: % is scaled to controls: 0 for no effect and ±100 for the full control effect; nearly all actives have a fitted effect of over 60% in size
Target sequence (P07378 whole entry, looked up): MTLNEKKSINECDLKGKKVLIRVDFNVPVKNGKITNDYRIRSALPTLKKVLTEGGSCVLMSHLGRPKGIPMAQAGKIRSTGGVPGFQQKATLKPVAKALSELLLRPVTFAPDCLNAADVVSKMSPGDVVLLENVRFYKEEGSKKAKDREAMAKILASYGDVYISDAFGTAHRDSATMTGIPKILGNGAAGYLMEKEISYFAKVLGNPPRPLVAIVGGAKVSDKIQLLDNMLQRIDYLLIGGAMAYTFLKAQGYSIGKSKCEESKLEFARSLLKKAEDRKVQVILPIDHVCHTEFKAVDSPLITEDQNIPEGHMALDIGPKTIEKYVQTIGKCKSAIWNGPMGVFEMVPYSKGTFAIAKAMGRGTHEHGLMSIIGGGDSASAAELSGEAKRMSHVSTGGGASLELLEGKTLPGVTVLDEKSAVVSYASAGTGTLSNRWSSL
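Luminescent ATP detection (Kinase-Glo Plus) follows a 60-minute room-temperature incubation, with wells lacking PGK as controls. Buffer: 100 mM TEA (pH 7.6), 5 mM MgCl2, 0.01% Tween-20. Coupling enzyme GAPDH (100 nM final) supplies unstable 1,3-BPG in-well.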
ERG Ets-DNA blk – qHTS for Small Molecule Inhibitors of the ERG Ets/DNA interaction; Transcriptional regulator ERG (Homo sapiens), P11308; fluorescence polarization, His-ERG Ets domain / labelled DNA; Potency, µM (top dose mostly 76.9 µM), inactives show at the highest dose FP activity, negative = inhibition, hits mostly inhibitors; actives 0.028% (n = 370,000); AID 624246, 2012; active = well fitted inhibition curve with a large enough effect in the polarisation, with a control signal flat; inconclusive = small, poorly fitted or top-dose-only effect, or effect the other way, or a change in a side signal; inactive = no such curve, though single readings can be large or run the other way; the % refers to the polarisation;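 also: polarization taken with two DNA probes labelled with fluorescein and Texas red; % of control where 0% means no effect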
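His-tagged ERG Ets domain (1 uM in the protein solution; 300mM KCl, 50mM Tris-HCl, 1mM EDTA, 1mM DTT, pH 7.5) received compound, then a probe mix of 5 nM fluorescein-DNA and 100nM Texas-615-DNA. Fluorescence polarization was read for both dyes.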
JMJD2A Tudor – qHTS Assay for Inhibitors of JMJD2A-Tudor Domain. Lysine-specific demethylase 4A (Homo sapiens), O75164. AlphaScreen JMJD2A-Tudor / H3K4me3 peptide binding. Potency, µM (doses to about 114 µM), for inactives: at the highest dose activity change, negative = inhibition, hits mostly inhibitors. actives 4.4% (n = 390,000). AID 504339, 2011; also: % is scaled to controls: 0 for no effect and ±100 for the full control effect; nearly all actives have a fitted effect of over 50% in size
GLS inhibitor – qHTS for Inhibitors of Glutaminase (GLS). AID 624170, 2012. Glutaminase kidney isoform, mitochondrial (Homo sapiens), O94925. Potency, µM (top dose mostly 45.5 µM), for the others: top-dose activity change, negative = inhibition, usual class: inhibitors. actives 0.21% (n = 410,000). GLS enzymatic activity, qHTS titration; also: % is scaled to controls: 0 for no effect and ±100 for the full control effect
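hKGA; 45 mM KH2PO4 pH 8.2 + 0.02% Tween-20; cpd via pin tool; 1 mM Gln soln; GluOx/HRP/Amplex Red; RT 30 min; fluor. t0 & final.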
ALOX12 inh – Primary qHTS assay for inhibitors of human arachidonate 12S-lipoxygenase (ALOX12): Round 2. actives 1.1% (n = 580,000). Potency, µM (highest dose often 108 µM), for the others: at the highest dose activity change, negative = inhibition, usual class: inhibitors. purified 12hLO, xylenol orange hydroperoxide absorbance; also: % is scaled to controls: 0 for no effect and ±100 for the full control effect
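Hydroperoxide product was detected by ferrous iron/xylenol orange as the 573 to 405 nm absorbance ratio. Arachidonic acid at 40 uM (final) was turned over for 30 min at room temperature by 150 nM human 12hLO, pH 7.0 Hepes buffer, after 15 min compound preincubation.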
RGS4 inh – Inhibitors of Regulator of G Protein Signaling (RGS) 4: qHTS; Regulator of G-protein signaling 4 (Homo sapiens), P49798; Transcreener GDP fluorescence polarization, RGS4-accelerated GTP hydrolysis; Potency, µM (titrated, usually from 114 µM), for the others: at the top dose activity change, negative = inhibition, actives largely listed as inhibitors; actives 0.039% (n = 390,000); also: % is scaled to controls: 0 for no effect and ±100 for the full control effect; nearly all actives have a fitted effect of over 75% in size; some results filed as inactive show a strong effect at the top dose
Target sequence (P49798 whole entry, looked up): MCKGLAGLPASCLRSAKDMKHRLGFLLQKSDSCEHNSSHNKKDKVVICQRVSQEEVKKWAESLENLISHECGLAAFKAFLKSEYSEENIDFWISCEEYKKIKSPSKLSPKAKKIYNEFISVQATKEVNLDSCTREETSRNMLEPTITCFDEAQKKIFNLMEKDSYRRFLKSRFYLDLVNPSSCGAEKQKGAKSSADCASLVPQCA
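MLSMR compounds (23 nl, pin-transferred) preincubated 10 min at room temperature with a 500nM (2x) first reagent, then RGS4 at 900nM (2x) plus Transcreener GDP mix added; fluorescence polarization (620/688 nm) read before and after 90 min at 30 °C.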
rTrxR1 inhibitor – qHTS Assay for Inhibitors of Mammalian Selenoprotein Thioredoxin Reductase 1 (TrxR1): qHTS | actives 1% (n = 390,000) | Thioredoxin reductase 1, cytoplasmic (Rattus norvegicus), O89049 | Potency, µM (series often up to 114 µM), without a hit: at the highest dose activity change, negative = inhibition, usual class: inhibitors | recombinant rTrxR1, NADPH fluorescence consumption, selenite substrate; also: % is scaled to controls: 0 for no effect and ±100 for the full control effect; nearly all actives have a fitted effect of over 65% in size
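Rat TrxR1 (90 nM in the dispensed reagent) was pre-reduced with 400 uM NADPH for 5 min at room temperature, then incubated with compound for 15 min. After 400 uM selenite was added, NADPH fluorescence (Ex 340/Em 450 nm) was followed for 8 min.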
HP1b binding inh – HTS for Inhibitors of HP1-beta Chromodomain Interactions with Methylated Histone Tails | Chromobox protein homolog 1 (Homo sapiens), P83916 | AlphaScreen HP1-beta / biotin-H3K9me3 peptide binding | Potency, µM (top dose mostly 114 µM), for inactives: at the top dose activity change, negative = inhibition, hits mostly inhibitors | actives 0.56% (n = 390,000) | AID 540317, 2011; also: nearly all actives have a fitted effect of over 70% in size; inactives centre near 23
Target sequence (P83916 whole entry, looked up): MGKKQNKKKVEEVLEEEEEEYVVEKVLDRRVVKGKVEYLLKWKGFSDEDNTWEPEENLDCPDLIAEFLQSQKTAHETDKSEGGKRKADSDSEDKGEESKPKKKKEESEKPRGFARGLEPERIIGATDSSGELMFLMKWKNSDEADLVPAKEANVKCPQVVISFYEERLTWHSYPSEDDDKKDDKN
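Compound inhibition of the preformed complex between 50 nM HP1-beta and 50 nM biotinylated H3K9me3 peptide was read by AlphaScreen. Buffer was PBS pH 7.4 with 0.01% Tween-20. Incubations ran 30 min at room temperature, with 10 ug/mL donor/acceptor beads.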
Numbers without * were called inactive; i = inactive; ? = inconclusive; nt = not tested or not shown; & = joins results of further samples; [ ] = dose if it differs, or a comment. Unless noted, calls follow the shape of the dose curve; as a rule, active = well fitted curve in the direction sought with a large enough effect; inconclusive = small, poorly fitted or top-dose-only effect, or another doubt; inactive = no such curve, though single readings can be large; an effect the other way counts as inactive or inconclusive. Potency is read from the fitted curve at half-maximal effect. This is a subset (hit frequency here may not be typical).

SMILES	Pin1 inhibitor	Tb PGK inh	ERG Ets-DNA blk	JMJD2A Tudor	GLS inhibitor	ALOX12 inh	RGS4 inh	rTrxR1 inhibitor	HP1b binding inh
CCn1c2ccccc2c2cc(CN3CCN(Cc4cc(OC)ccc4O)CC3)ccc21	-6.7%	-9.4%	-2.1%	1µM*	-6.2%	?	6.6%	-0.6%	?
O=C(Nc1ccc(N2CCN(C(=O)c3ccco3)CC2)cc1)c1cccc(F)c1	2.9%	2.3%	14.7%	-15.5%	-7.7%	0.0%	-2.1%	18.1%	6.0%
Cc1ccc2c(C)c(C)c(=O)n(C)c2c1	-4.4%	-1.3%	7.4%	-11.1%	7.5%	8.5%	7.8%	2.2%[11.4 µM]	23.0%
CC(C)c1csc(CN2CCCC(CNC(=O)c3cccc4ccccc34)C2)n1 (centres undefined)	-1.5%	1.3%	2.8%	-8.3%	3.1%	0.0%	11.0%	0.2%	24.0%
COc1ccc(CCNC(=O)c2ccc(-c3ccc([N+](=O)[O-])cc3Cl)o2)cc1OC	-2.4%	i	5.2%	?	0.4%	-28.5%	-32.9%	-18.0%	?
Cc1cccn2c(=O)c(C=NCc3ccccc3)c(NCCO)nc12	-1.2%	nt	nt	-6.1%	-2.4%	5.9%[57.4 µM]	22.2%	17.4%	12.7%
O=C(COc1ccc(Br)cc1)Nc1ccc(S(=O)(=O)Nc2ccccn2)cc1	-0.7%	i	-7.7%	-24.2%	13.4%	-3.1%	-9.3%	9.7%	18.0%
O=C(Cn1nc(-c2ccccc2)c2ccccc2c1=O)Nc1ccc2c(c1)nc1n2CCOC1	50.4%[activator]	-2.4%	-1.2%	-26.4%	-1.5%	0.0%	?	5.9%	28.6%
c1ccc(-c2cn3ccccc3n2)cc1	0.6%	-11.5%	-6.9%	-7.6%	-4.5%	-24.2%	12.9%	?	-6.4%
Cc1c(OCC(=O)NCCCn2ccnc2)ccc2c3c(c(=O)oc12)CCCC3	11.2%	-2.4%	9.2%	-4.1%	5.3%	-17.2%	9.4%	8.3%	38.2%
COc1ccc2[nH]cc(CCNC(=O)CCC3CCCCC3)c2c1	4.7%	4.6%	-3.2%	?	12.1%	-10.8%&-16.7%	-20.5%	-6.2%	-4.9%
CSCCC(NS(=O)(=O)c1ccc(C)cc1)C(=O)NC1CCCCC1 (centres undefined)	-3.3%	-7.1%	-0.4%	-3.5%	-1.1%	1.5%	3.8%	16.2%	33.0%
CCc1ccc(N(CC(=O)Nc2ccccc2C(=O)N2CCOCC2)S(C)(=O)=O)cc1	?	2.1%	2.0%	-25.6%	11.7%	-6.3%	7.4%	-9.7%[57.1 µM]	3.2%
CC1CCCCC1NC1=NCCS1 (centres undefined)	-2.4%	-2.0%	5.9%	-17.1%	-0.3%	0.0%	7.9%	16.9%[57.1 µM]	29.0%
O=[N+]([O-])c1cccc(Cl)c1NCCNS(=O)(=O)c1ccc(Cl)cc1	6.5%	0.5%	-4.7%	?	-3.9%	-27.2%	-3.1%	-8.4%[57.1 µM]	-29.6%
COc1ccccc1NC(=O)C1(C)Cc2ccccc2C(=O)O1 (centres undefined)	-3.6%	-5.1%	-10.0%	-2.8%	2.3%	-15.2%	-0.5%	19.0%[57.1 µM]	25.9%
C1=C(CCNc2nnnn2-c2ccccc2)CCCC1	8.4%	-2.2%	-1.7%	50.1µM*	81.7%[activator]	-5.2%	?	-17.8%	2.2%
CC1CCCC(NC(=O)COC(=O)Cc2ccsc2)C1C (centres undefined)	-3.8%	3.8%	-2.1%	-4.6%	8.0%	1.1%	5.4%	6.9%	38.1%
CCOC(=O)N1CCN(C(=O)c2ccc(CS(=O)(=O)c3ccc(OC)cc3)o2)CC1	2.8%	1.5%	-3.3%	?	2.2%	15.4%	?	2.9%	9.7%
CCc1nnc(NC(=O)c2cc(C)oc2C)s1	2.6%	7.7%	-1.3%	-10.6%	6.6%	i	-8.8%	-1.2%	23.5%
COc1cc(COc2ccc3c(C)c(CC(=O)O)c(=O)oc3c2C)cc(OC)c1OC	1.2%	6.5%	3.3%	-0.4%	5.9%	236.6%[activator]	13.4%	3.6%	38.5%
O=c1cc(N2CCCCC2)c(-c2ccccc2)nn1Cc1ccccc1Cl	?	-4.1%	24.4%	-17.0%	5.2%	-16.9%	-16.2%	12.2%[57.1 µM]	23.9%
CNC(=S)N1CCc2cc(OC)c(OC)cc2C1COc1ccc(F)cc1 (centres undefined)	-5.0%	-7.8%	2.1%	?	7.9%	0.5%	-9.3%	19.9%	1.7%
CCCCC(=O)Nc1sc2c(c1C(N)=O)CCC2	6.5%	nt	nt	-19.2%	19.6%	?	32.9%	-37.2%[57.1 µM]	26.1%
CCNC(=O)COC(=O)c1cccc(Br)c1	-1.5%	-9.4%	20.2%	-8.6%	-14.5%	4.8%	20.8%	20.8%	-3.6%
SMILES	Pin1 inhibitor	Tb PGK inh	ERG Ets-DNA blk	JMJD2A Tudor	GLS inhibitor	ALOX12 inh	RGS4 inh	rTrxR1 inhibitor	HP1b binding inh
CCN(CC)C(=O)CSc1nc2ccccc2c(=O)n1-c1ccccc1OC	1.6%	3.8%	-3.8%	-30.7%	4.7%	11.9%	9.0%	-1.5%[57.1 µM]	22.0%
CC(C)CN1CCC(=O)N(CCSc2ccccc2)CC1	4.9%	2.6%	9.7%	-14.3%	6.1%	-3.9%	-18.2%	-3.7%&12.4%	56.6%[activator]
CCOc1ccc(Nc2nc3c(C)cccc3cc2C#N)cc1	?	-1.5%	9.4%	-7.5%	-4.5%	65.2%[activator]	-35.2%	12.5%[57.1 µM]	46.5%
Cc1cc(NC(=O)CSc2nc3c(C)ccc(C)c3cc2C#N)no1	3.7%	-10.5%	-1.7%	2.1%	-21.8%	-10.3%	-13.8%	8.8%	27.5%
C/C=C/C1=CC(=O)C[C@H](c2ccc(OC)c(OC)c2)C1	3.5%	-4.1%	-4.2%	-14.9%	3.3%	?	12.9%	?	28.7%
COc1ccc(S(=O)(=O)NCC2CCCO2)cc1NC(=O)c1ccccc1 (centres undefined)	-0.8%	-11.8%	1.8%	-4.4%	1.2%	0.0%	-21.3%	-3.6%	23.1%
O=C(CCn1cnc2onc(-c3ccc(F)cc3)c2c1=O)N1CCN(c2ccc(F)cc2)CC1	8.1%	-1.4%	2.7%	-31.7%	-1.2%	-11.7%	-3.9%	9.3%	19.7%
Cc1cc(COc2ccccc2OCc2cc(C)no2)on1	6.7%	-7.8%	-6.2%	7.4%	1.3%	0.0%	-8.0%	7.1%[57.1 µM]	39.0%
COC(=O)c1ccc(CNC(=O)c2ccc3c(c2)NC(=O)CS3)cc1	27.7%	i	7.2%	-9.4%	0.1%	145.5%[activator]	2.1%	29.8%	37.1%
COc1ccc(OC)c(NC(=O)CSc2nnc(CNc3ccc(F)cc3)o2)c1	2.6%	-2.1%	0.9%	-35.3%	37.2%[activator]	6.2%	0.4%	10.7%[57.1 µM]	7.8%
O=C(NCCN1CCOCC1)c1cccc(Cl)c1	-2.1%	-4.7%	8.3%	1.3%	1.7%	-13.6%	1.4%	15.6%	27.7%
OCC1(CO)COC(/C=C/c2ccccc2)=N1	1.6%	1.1%	-0.8%	-8.1%	6.3%	-4.5%	12.1%	12.1%	18.0%
O=C(Nc1ccccc1N1CCN(c2ccc(F)cc2)CC1)C1CCCCC1	-1.4%	10.5%	-6.6%	-7.8%	15.3%	0.0%	18.1%	-16.5%	9.6%
O=C1/C(=C/c2ccccc2O)SC(=S)N1Cc1cccnc1	8.8%	2.3%	54.7%[activator]	-22.7%	7.5%	?	-107.4%	-28.9%	2.3%
CC(C)c1nn2c(=O)cc(COC(=O)c3ccccc3NC(=O)COc3ccccc3)nc2s1	-13.6%	-4.2%	1.7%	-16.6%	-13.0%	-18.9%	30.0%	24.1%[57.1 µM]	-0.4%
O=C(Nc1ncc(Cc2cccc(C(F)(F)F)c2)s1)c1ccc(-c2cccc([N+](=O)[O-])c2)o1	0.8%	-4.1%	-2.7%	?	-2.9%	-10.8%	-3.9%	-13.0%	1.9%
COc1ccc(C(=O)COC(=O)c2sc(C)nc2C)cc1F	5.9%	i	-10.1%	-9.7%	-9.0%	?	-24.7%	2.7%	21.3%

One compound at a time, from the list above. Order of values: Pin1 inhibitor | Tb PGK inh | ERG Ets-DNA blk | JMJD2A Tudor | GLS inhibitor | ALOX12 inh | RGS4 inh | rTrxR1 inhibitor | HP1b binding inh
Record of `O=C(Nc1ccccc1N1CCN(c2ccc(F)cc2)CC1)C1CCCCC1` : -1.4% | 10.5% | -6.6% | -7.8% | 15.3% | 0.0% | 18.1% | -16.5% | 9.6%
Record of `CC(C)CN1CCC(=O)N(CCSc2ccccc2)CC1` : 4.9% | 2.6% | 9.7% | -14.3% | 6.1% | -3.9% | -18.2% | -3.7%&12.4% | 56.6%[activator]
